Source: PubChem BioAssay (National Center for Advancing Translational Sciences (NCATS))
TRPV1 agonist = agonists of human vanilloid receptor 1 (TRPV1) | Q8NER1 | TRPV1-expressing cells, Fluo-8 calcium influx, agonist mode | activation, % at 8.33 µM | 0.19% of 320,000 active | AID 540275; in the data active = activation above about 80%; inconclusive = between about 30% and that limit; also: 0% is about no effect
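Fluo-8 calcium influx in TRPV1-expressing cells, kinetic read (ex 480/em 520 nm). Compound added and read 3 min for agonist activity, followed by capsaicin at EC20 final and 2 min further read for enhancement.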
uPA generation = blocks generation of uPA at the cell surface; cell surface uPA generation assay, qHTS; Potency, µM (doses to about 38.3 µM), without a hit: at the top dose activity change, negative = inhibition, usual class: inhibitors; 0.31% of 330,000 active; AID 540303; active = well fitted inhibition curve with a large enough effect; inconclusive = small, poorly fitted or top-dose-only effect; inactive = no such curve, though single readings can be large or run the other way; tested in mouse RAW 264.7 cells; also: potency is read from the fitted curve at half-maximal effect; % is scaled to controls: 0 for no effect and ±100 for the full control effect; nearly all actives have a fitted effect of over 55% in size
ASM inhibitor = inhibitors of human secretory acid sphingomyelinase | 0.006% of 340,000 active | placental ASM, HMU-PC fluorogenic substrate, 60 min | P17405 | Potency, µM (doses to about 57.5 µM), inactives show top-dose activity change, negative = inhibition, most hits filed as inhibitors; also: potency is read from the fitted curve at half-maximal effect
Target sequence (P17405 47-631 limits assumed): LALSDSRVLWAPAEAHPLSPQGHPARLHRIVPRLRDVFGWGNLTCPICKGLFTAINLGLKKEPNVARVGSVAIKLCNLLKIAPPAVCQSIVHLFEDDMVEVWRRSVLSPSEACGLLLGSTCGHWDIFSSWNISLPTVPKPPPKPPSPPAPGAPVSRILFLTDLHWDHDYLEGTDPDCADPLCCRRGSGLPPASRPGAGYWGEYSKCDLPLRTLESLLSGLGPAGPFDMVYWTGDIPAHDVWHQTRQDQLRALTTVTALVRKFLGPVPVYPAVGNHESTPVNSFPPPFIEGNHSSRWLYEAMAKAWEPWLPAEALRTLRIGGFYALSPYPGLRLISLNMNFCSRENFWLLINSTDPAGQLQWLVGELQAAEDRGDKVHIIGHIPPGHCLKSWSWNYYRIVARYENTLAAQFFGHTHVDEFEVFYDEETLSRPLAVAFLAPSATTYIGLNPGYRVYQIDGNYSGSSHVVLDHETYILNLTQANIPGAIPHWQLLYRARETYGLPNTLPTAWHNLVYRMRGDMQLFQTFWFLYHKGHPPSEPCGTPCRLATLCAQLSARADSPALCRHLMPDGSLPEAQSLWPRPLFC
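Steps: dispense placental human ASM, pin compound, wait 10 min at room temperature, add HMU-PC0 substrate at 9 uM final, incubate 60 min at 37 °C, add stop solution raising pH to 10, read fluorescence.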
B2AR arrestin = agonists driving beta-arrestin recruitment to human beta2-adrenergic receptor. P07550. beta-arrestin recruitment to beta2AR, cell-based reporter. 0.02% of 330,000 active. Potency, µM (series often up to 46.1 µM), inactives show top-dose activation, hits mostly activators. AID 492947;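 also: potency is read from the fitted curve at half-maximal effect; 0% = DMSO controls and full agonism = EC100 isoproterenol or metaproterenol; nearly all actives have a fitted effect of over 65% in size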
TSG101-PTAP inh = blocks PTAP/TSG101 interaction to inhibit HIV-1 budding; Fluorescence polarization, FITC-PTAP peptide / Tsg101 binding; AID 493005; Potency, µM (doses to about 115 µM), without a hit: top-dose activity change, negative = inhibition, most hits filed as inhibitors; 340,000 tested, under 10 active; active = well fitted inhibition curve with a large enough effect in the main read-out, with a control signal flat, not every such curve was filed as active; inconclusive = small, poorly fitted or top-dose-only effect, or effect the other way, or a change in a side signal; inactive = no such curve, though single readings can be large or run the other way; also: potency is read from the fitted curve at half-maximal effect; % of control where 0% means no effect
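FP read-out: FITC-PTAP peptide, 50 nM final, binding Tsg101 binding domain, 10 uM final; 20 min, r.t.; 10 mM HEPES pH 7.5, 0.15 M NaCl, 0.01% Tween 20, 3 mM EDTA, 0.1 mM TCEP.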
ELG1 genotox = inducers of genotoxicity in HEK293T ELG1-luciferase cells; HEK293T ELG1-luciferase reporter, luminescence, 16 h; Potency, µM (doses to about 46 µM), inactives show top-dose activity change, positive = activation, usual class: activators; 1.3% of 330,000 active; AID 504466; also: potency is read from the fitted curve at half-maximal effect; % of control where 0% means no effect; nearly all actives have a fitted effect of over 60% in size
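Step 1: seed 2,000 HEK293T ELG1-luciferase cells per well. Step 2: add compound or DMSO, incubate 16 hr at 37 °C. Step 3: ONE-Glo, 30 min at room temperature, read luminescence.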
Integrin act MD = integrin-mediated muscular dystrophy alleviation activation; 0.064% of 350,000 active; alpha7betagal myoblasts, beta-gal FDG fluorescence, 48 h; AID 624291; Potency, µM (titrated, usually from 38.3 µM), for inactives: at the top dose activation, most hits filed as activators;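 also: potency is read from the fitted curve at half-maximal effect; 100% = response of the positive control SU9516; nearly all actives have a fitted effect of over 60% in size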
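Alpha7betagal+/- myoblasts (passage 13) were plated 16-24 hr, then exposed to compounds (1:260 dilution of DMSO stock) for 48 hours at 37C. After MPER lysis, β-galactosidase reporter activity was read as FDG fluorescence (ex 480/em 540) after 30 minutes.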
BRCA1 expr up = BRCA1 expression activation; MCF7-BRCA1-FFLuc reporter, luminescence, 48 h; response scale: scaled: vehicle 0%, 10 µM genistein 100%; Potency, µM (top dose mostly 46.1 µM), without a hit: top-dose activation, hits mostly activators; 1.1% of 380,000 active; AID 624202; also: potency is read from the fitted curve at half-maximal effect; nearly all actives have a fitted effect of over 80% in size; some results filed as inactive show a strong effect at the top dose
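Using MCF7 cells harboring a BRCA1 firefly luciferase reporter, plated 2 h before compound pinning, the screen measured luminescence after 48 h incubation. Responses were normalized to DMSO and 10 microM genistein, then fitted for concentration-effect.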
Eya2 phos inh = inhibitors of human Eya2 phosphatase activity; O00167; recombinant Eya2, OMFP fluorescence dephosphorylation (OMFP is methylfluorescein phosphate); Potency, µM (series often up to 76.9 µM), without a hit: at the top dose activity, negative = inhibition, usual class: inhibitors; 0.006% of 330,000 active; also: potency is read from the fitted curve at half-maximal effect; % is scaled to controls: 0 for no effect and ±100 for the full control effect
Target sequence (O00167 whole entry, looked up): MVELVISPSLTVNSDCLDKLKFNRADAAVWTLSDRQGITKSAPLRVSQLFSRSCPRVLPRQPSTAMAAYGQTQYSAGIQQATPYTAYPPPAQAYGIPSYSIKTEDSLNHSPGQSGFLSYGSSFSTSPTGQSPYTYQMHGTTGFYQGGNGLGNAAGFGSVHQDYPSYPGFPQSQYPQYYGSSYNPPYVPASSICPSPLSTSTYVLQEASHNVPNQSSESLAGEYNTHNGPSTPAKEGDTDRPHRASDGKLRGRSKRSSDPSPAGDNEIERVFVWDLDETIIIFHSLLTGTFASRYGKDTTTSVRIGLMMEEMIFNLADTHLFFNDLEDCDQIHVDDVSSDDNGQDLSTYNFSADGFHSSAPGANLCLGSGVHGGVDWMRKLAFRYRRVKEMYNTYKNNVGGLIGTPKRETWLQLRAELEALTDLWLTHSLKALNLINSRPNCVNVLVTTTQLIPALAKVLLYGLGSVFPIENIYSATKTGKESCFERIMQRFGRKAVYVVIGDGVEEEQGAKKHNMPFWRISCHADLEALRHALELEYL
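Eya2 (0.2 uM) preincubated 10 min at ambient with compound, then OMFP substrate added at 50 uM; 10 min reaction in 50 mM HEPES pH 7.5, 50 mM NaCl, 5 uM MgCl2, 0.05% BSA, 1 mM DTT. Fluorescence read at Ex 485/Em 525 nm.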
p53 reactivator = re-activators of mutant p53; H1299 p53-A138V BP100-luciferase reporter, luminescence, 24 h; Potency, µM (doses to about 92.2 µM), inactives show at the highest dose activity change, positive = activation, hits mostly activators; 0.063% of 320,000 active; AID 504706; also: potency is read from the fitted curve at half-maximal effect; % of control where 0% means no effect; nearly all actives have a fitted effect of over 45% in size
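p53-null H1299 cells stably carrying temperature-sensitive p53-A138V and a BP100-luciferase reporter were pinned with compounds (4-point, 1:5 series) and held 24 hrs at 37 deg C. Luminescence was read 10 min after detection reagent.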
USP2a inh = inhibitors of human ubiquitin-specific protease USP2a | O75604 | USP2 core, Ub-CHOP2 coupled fluorogenic reporter, 485/531 | Potency, µM (doses to about 38.3 µM), for inactives: at the highest dose activity change, negative = inhibition, hits mostly inhibitors | 0.01% of 330,000 active | AID 463254;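 also: potency is read from the fitted curve at half-maximal effect; plate controls were DMSO wells for no effect and full inhibition by NEM control for full effect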
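USP2 core (10nM final) preincubated 30min RT with compound in 20mM Tris-HCl pH 8.0, 2mM CaCl2, 2mM beta-mercaptoethanol, 0.05% CHAPS; 25nM Ub-CHOP2 plus 25nM reporter substrate added, fluorescence (Ex485/Em531) read after 60min.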
* hit, by the source's call; ? = inconclusive; . = not tested or not shown; [ ] = another dose, or the depositor's remark. Unless noted, calls follow the shape of the dose curve; as a rule, active = well fitted curve in the direction sought with a large enough effect; inconclusive = small, poorly fitted or top-dose-only effect, or another doubt; inactive = no such curve, though single readings can be large; an effect the other way counts as inactive or inconclusive.

Below each SMILES: TRPV1 agonist	TSG101-PTAP inh	Eya2 phos inh	uPA generation	B2AR arrestin	USP2a inh	Integrin act MD	p53 reactivator	BRCA1 expr up	ASM inhibitor	ELG1 genotox
C/C(Cl)=C\Cn1c(NCCCn2ccnc2)nc2c1c(=O)n(C)c(=O)n2C
  -1	-6%	12%	9%	-4.6%	1%	19%	-5%	-11%	0%	3%
COc1ccc(OC)c(S(=O)(=O)Nc2cnc3ccccc3c2)c1
  -1	-6%	-33%	-1%	-0.4%	4%	7%	4%	-24%	1%	-13%
O=c1oc(CCCO)cc2ccc(C#Cc3ccsc3)cc12
  ?	-2%	-18%	?	0.6%	1%	0%	13%	56%	0%	12%
O=C(O)/C=C\C(=O)Nc1ccccc1C(=O)N1CCN(c2ccc(Cl)cc2)CC1
  7	-2%	9%	5%	0.0%	1%	11%	-6%	-15%	0%	1%
O=C(OCC(=O)N(CCc1ccccc1)Cc1ccccc1)c1cc(S(=O)(=O)N2CCOCC2)ccc1F
  12	-2%	0%	-12%	-0.4%	2%	0%	4%	-10%	0%	17%
COc1ccc(CCN2CC(C(=O)N(C)CC(=O)Nc3ccc(F)c(F)c3F)CC2=O)cc1OC (stereo unspecified)
  .	0%	.	1%	.	.	-5%	.	24%	-1%	.
O=C(NC(=O)N1CCCC1)c1csnn1
  -4	-1%	2%	2%	-0.6%	11%	-2%	2%	-5%	2%	0%
CCc1ccc(NC(=S)N2CCN(c3cccc(OC)c3)CC2)cc1
  ?	0%	4%	10%	0.0%	1%	23%	2%	2%	-2%	-1%
Cc1ccc(S(=O)(=O)N2CCC(C(=O)NC3CC3)CC2)cc1
  0	-3%	-6%	-1%	-0.2%	2%	-9%	0%	-20%	5%	0%
Cc1cccc(-n2c(C)n[nH]c2=S)c1
  3	-9%	8%	8%	-0.5%	1%	5%	7%	0%	6%	1%
N#Cc1ccccc1/C=C/C(=O)N1CCOCC1
  0	0%	-2%	-4%	-0.3%	8%	-15%	-1%	-1%	4%	0%
COc1cccc(C2N(c3ccccc3)CCN2c2ccccc2)c1OC
  0	-3%	-1%	4%	0.1%	4%	-2%	4%	-2%	2%	0%
CCOc1ccc(NC(=O)NC(=O)N(C(C)C)S(C)(=O)=O)cc1
  -3	0%	-9%	3%	0.4%	-1%	11%	6%	-3%	-2%	1%
CCN(CC)S(=O)(=O)c1ccc(N2CCN(S(=O)(=O)c3ccccc3)CC2)nc1
  1	0%	2%	-3%	0.0%	2%	-4%	-6%	-9%	-9%	-5%
O=C(C[C@H]1C/C=C\C[C@@H](Cc2ccc(F)cc2)C(=O)OC[C@H]2CCCN2C1=O)N[C@H](CO)Cc1ccccc1
  .	-2%	-28%	12%	-0.8%	0%	12%	-6%	0%	-1%	-3%
CCCNC(=O)NC(=O)CSc1nc2ccccc2c(=O)n1Cc1ccncc1
  4	-1%	-8%	3%	-0.2%	3%	6%	13%	2%	.	-5%
O=C1C=CCCC1
  0	0%	17%	0%	0.0%	1%	.	7%	5%	4%	-1%
O=C(Nc1nccs1)c1ccc(COc2ccccc2Cl)o1
  14	1%	-16%	-10%	-0.3%	-10%	-38%	20%	45%	-14%	1%
c1ccc2c(CSCc3nc4ccccc4[nH]3)cccc2c1
  ?	0%	-25%	-2%	-0.3%	4%	13%[7.66 µM]	16%	-23%	-4%	-10%
CS(=O)(=O)c1ccc(Cl)c(NC(=O)CN2CCN(S(=O)(=O)/C=C/c3ccccc3)CC2)c1
  .	0%	.	-4%	.	.	0%	.	-6%	-3%	.
CC(OC(=O)Cc1c[nH]c2ccccc12)C(=O)Nc1ccccc1F (stereo unspecified)
  2	-1%	-6%	1%	-0.1%	-4%	17%	0%	-8%	0%	-2%
O=C(Nc1oc2ccccc2c(=O)c1-c1ccc(Br)cc1)c1ccco1
  16	-5%	12%	-5%	-0.5%	-12%	3%	13%	19%	-1%	-4%
O=C(NCCc1ccc(F)cc1)C1CCN(C(=O)Nc2ccccc2)CC1
  7	-1%	-3%	9%	-0.3%	2%	3%	2%	-1%	4%	-2%
O=C(Cc1csc(NC(=O)Nc2cccc(Cl)c2)n1)NCc1ccccn1
  -1	-1%	-4%	-3%	-0.3%	0%	21%	9%	80%	-2%	2%
CCOc1ccc(/C(O)=C2/C(=O)C(=O)N(CCN(CC)CC)C2c2ccco2)cc1 (stereo unspecified)
  0	-2%	-15%	-5%	-0.3%	3%	-10%	?	27%	7%	5%
CCOc1ccc(N(CC(=O)NC2CC3CCC2C3)S(=O)(=O)c2ccccc2)cc1 (stereo unspecified)
  28	0%	1%	2%	-0.3%	-1%	-35%	1%	-12%	-1%	-6%
COc1ccc(NS(=O)(=O)c2cc(N)ccc2N2CCCC2)cc1
  .	0%	-6%	-10%	0.0%	-14%	-1%	3%	-55%	167%[activator]	1%
O=[N+]([O-])c1ccc(-c2c[nH]c(=S)[nH]2)cc1
  -1	-6%	0%	5%	1.9%	2%	-8%	5%	8%	-2%	4%
CCOC1CC(C)(C)NC(=S)N1 (stereo unspecified)
  -2	0%	-1%	-1%	-0.9%	2%	0%	-4%	17%	0%	-2%
Cc1ccc(N(C(=O)c2csnn2)C(C(=O)NC2CCCCC2)c2cccnc2)cc1 (stereo unspecified)
  2	0%	-17%	0%	0.0%	3%	-28%	-1%	-12%	0%	0%

Next results
Below each SMILES: TRPV1 agonist	TSG101-PTAP inh	Eya2 phos inh	uPA generation	B2AR arrestin	USP2a inh	Integrin act MD	p53 reactivator	BRCA1 expr up	ASM inhibitor	ELG1 genotox
O=C(CCS(=O)(=O)c1cccc2nsnc12)N1CCN(C(=O)c2ccco2)CC1
  -1	-12%	6%	2%	-0.3%	-2%	15%	17%	8%	1%	-7%
Cn1c(SCC(=O)NC2CC2)nnc1-c1ccco1
  -5	1%	-9%	0%	-0.5%	4%	17%	5%	-53%	-4%	0%
COc1ccc(C2c3ccc4ccccc4c3Oc3ncn(Cc4ccco4)c(=N)c32)cc1OC (stereo unspecified)
  0	-12%	2%	-16%	-0.9%	-1%	-49%[inhibitor]	-9%	-75%	-24%	10%
CCC(=O)n1nc(-c2ccco2)nc1N
  -1	1%	-1%	0%	-0.1%	1%	22%	-4%	-8%	5%	8%
Cc1ccccc1-c1nnn(C/C(N)=N/O)n1
  -1	-5%	9%	-2%	-0.6%	9%	44%	0%	15%	0%	2%
O=C(CCn1cccc1)N1CCc2ccccc21
  -1	-3%	9%	-5%	-0.5%	-1%	5%	?	53%	-3%	?
CCOC(=O)c1c(CSc2ccccc2)n(C)c2ccc(O)c(CN3CCN(C)CC3)c12
  16	-9%	-6%	?	0.2%	0%	-59%[inhibitor]	3%	-16%	0%	-6%
Cc1cccc(C)c1NC(=O)C(=O)c1cn(C)c2ccccc12
  9	-1%	1%	2%	0.0%	1%	-21%	2%	27%	-2%	4%
Cc1ccc(CNc2nc(Cl)c(C#N)s2)cc1
  4	1%	?	0%	-0.2%	1%	8%	10%	?	2%	?
Cc1ccc(S(=O)(=O)Nc2ccc(C(OC(=O)c3ccccc3[N+](=O)[O-])(C(F)(F)F)C(F)(F)F)cc2)cc1
  -5	-9%	-7%	-23%	-0.4%	-24%	13%	8%	-48%	2%	-4%
CCO/C=C1\SC(=S)N(c2ccc(Cl)cc2)C1=O
  0	0%	14%	0%	-0.3%	1%	24%	-3%	-5%	-6%	0%
CN(CC(=O)Nc1ccc(Cl)c(C(F)(F)F)c1)C(=O)CCN1C(=O)C2CCCCC2C1=O (stereo unspecified)
  16	0%	-23%	-4%	-0.1%	1%	-24%	-6%	-15%	.	-5%
COc1ccc(NCC(O)COc2ccc(C(C)(C)C)cc2)cc1 (stereo unspecified)
  8	-1%	-16%	-2%	-0.8%	-1%	-4%	-1%	-45%	-6%	2%
CN1C(=O)CSc2ccc(NC(=O)N3CCC(N4CCCCC4)CC3)cc21
  -1	-13%	14%	-2%	0.4%	-1%	10%	-3%	1%	3%	8%
OCCNc1cnc2ccccc2n1
  2	-1%	7%	4%	-0.2%	10%	3%	3%	65%	411%[activator]	11%
COc1cccc(/C=C/c2[nH]c(=O)[nH]c(=O)c2[N+](=O)[O-])c1O
  3	1%	-11%	-9%	-0.1%	2%	5%	1%	4%	1%	0%
O=C(c1cnc2n(c1=O)CCS2)N1CCN(c2ccc(Cl)c(Cl)c2)CC1
  -2	-6%	10%	-7%	-0.9%	0%	-20%	-4%	-31%	-8%	-3%

This is a random part of the collection, and some 2.6% of all compounds hit somewhere here.
